Screening results from PubChem.
GSK3 alpha inh – blockers of GSK3A enzyme activity – biochemical, luminescence, cell-free homogeneous, HTS, primary screen; 0.1% of 320,000 active; inhibition, % at 10 µM; Glycogen synthase kinase-3 alpha (Homo sapiens), P49840; GSK-3 alpha kinase, ADP-Glo luminescence, 60 min;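 in the data active means inhibition above about 50%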;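 further: GST-tagged GSK-3 alpha with peptide substrate and 25 µM ATP; 0% = DMSO neutral wells and 100% = GW8510 positive control wells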
Dyrk1A ADPGlo – rat Dyrk1A kinase inhibitors, primary screen, biochemical, single point, plate reader. ADP-Glo luminescence, NFATc1 peptide. inhibition, % at 12.5 µM. Dual specificity tyrosine-phosphorylation-regulated kinase 1A (Rattus norvegicus), Q63470. 0.43% of 310,000 active. AID 504441, 2011; in the data active means inhibition above about 50%;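 further: plate controls were vehicle with enzyme for no effect and no enzyme for full effect; many of its hits are not listed in these tables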
KCNK9 inh – KCNK9 potassium channel inhibitors, primary screen, HEK293 cells, thallium flux. 1.2% of 310,000 active. FluxOR thallium flux fluorescence; active compounds read low. Potassium channel subfamily K member 9 (Homo sapiens), Q9NPC2. AID 488922, 2010. B-score at 10 µM;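 active means ratio B-score over 3 SD below the library mean, with starting fluorescence within 5 SD of its mean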;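 further: negative B-score means less thallium flux so channel inhibition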
Target sequence (Q9NPC2 whole entry, looked up): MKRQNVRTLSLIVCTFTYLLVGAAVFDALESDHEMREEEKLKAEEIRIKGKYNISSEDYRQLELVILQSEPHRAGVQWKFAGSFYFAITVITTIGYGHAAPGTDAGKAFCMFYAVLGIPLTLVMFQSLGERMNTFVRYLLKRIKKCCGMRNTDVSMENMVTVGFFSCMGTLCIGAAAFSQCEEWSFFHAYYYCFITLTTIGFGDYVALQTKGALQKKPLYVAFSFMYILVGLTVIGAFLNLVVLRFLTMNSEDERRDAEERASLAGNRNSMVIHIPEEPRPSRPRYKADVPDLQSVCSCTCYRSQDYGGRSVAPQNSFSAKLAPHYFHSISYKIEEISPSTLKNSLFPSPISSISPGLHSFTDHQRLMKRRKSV
KCNQ1 inh – inhibitors of human KCNQ1 channel, primary screen, cell-based, thallium flux, high-throughput | Potassium voltage-gated channel subfamily KQT member 1 (Homo sapiens), P51787 | CHO-K1 KCNQ1, FluxOR thallium flux fluorescence; active compounds read high | B-score at 10 µM | 1.3% of 310,000 active | AID 2642, 2010;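 active means compounds whose thallium flux B-score, printed positive for inhibition, exceeds three library SD while starting fluorescence stays within three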;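 further: channel opened by potassium depolarization with thallium stimulus after 20 min compound exposure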
RGS4 pot – RGS4 potentiators or activators, primary screen, cell-based, HEK293 M3R inducible RGS4, calcium flux. carbachol calcium flux Fluo4; active compounds read low. B-score at 10 µM. 0.92% of 310,000 active. AID 463111, 2010;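 active means B-score of the integrated calcium signal more than 4 SD below the library mean, with starting fluorescence not abnormally high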;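 further: negative B-score means reduced calcium response which marks RGS4 activation or potentiation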
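System: HEK293 FlpIn-TREx cells, stable M3R, doxycycline-inducible RGS4. Timing: overnight RGS4 induction, 30 min dye load 37 °C, 20 min compound RT. Also added: carbachol, ECmax concentration. Measured by: Fluo4 fluorescence kinetic imaging of calcium. Evaluation: integrated calcium ratio converted to B score.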
HDAC3 inh – HDAC3 deacetylase inhibitors, primary screen, biochemical, fluorescence, cell-free homogeneous | AID 2718, 2010 | inhibition, % at 8.3 µM | recombinant HDAC3, fluorogenic peptide/trypsin coupled | 0.15% of 320,000 active | Histone deacetylase 3 (Homo sapiens), O15379; in the data active means inhibition above about 26%, passing the limit was not always enough
Target sequence (O15379 whole entry, looked up): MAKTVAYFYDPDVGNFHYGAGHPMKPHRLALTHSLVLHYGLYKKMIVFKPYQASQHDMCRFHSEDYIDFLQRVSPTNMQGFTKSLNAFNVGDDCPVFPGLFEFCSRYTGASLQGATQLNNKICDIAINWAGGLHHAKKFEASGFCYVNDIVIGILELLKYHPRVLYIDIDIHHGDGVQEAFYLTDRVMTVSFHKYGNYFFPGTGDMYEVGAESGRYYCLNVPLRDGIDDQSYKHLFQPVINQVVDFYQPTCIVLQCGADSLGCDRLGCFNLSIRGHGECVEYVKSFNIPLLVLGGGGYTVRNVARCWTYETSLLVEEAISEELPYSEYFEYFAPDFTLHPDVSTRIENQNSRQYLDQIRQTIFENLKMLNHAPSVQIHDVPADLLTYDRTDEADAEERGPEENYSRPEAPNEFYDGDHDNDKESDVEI
hERG protect – hERG rescue from dofetilide block, primary screen, cell-based, CHO-hERG, FluxOR thallium flux, dofetilide IC70 | dofetilide IC70 present | activation (rescue from dofetilide block), less the hit threshold, % at 10 µM | 0.51% of 310,000 active;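 active means activation above the mean of controls blocked by dofetilide plus 5 SD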;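 further: thallium influx through hERG after potassium depolarization seen as dye fluorescence rise; in these data hits start at about 4.7%; inactives centre near -7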
KCNK3 inh – human KCNK3 channel inhibitors, primary screen, CHO cells, FluxOR thallium flux, B-score | Potassium channel subfamily K member 3 (Homo sapiens), O14649 | FluxOR fluorescence; active compounds read low | B-score at 10 µM | 0.84% of 340,000 active | AID 602410, 2012;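 active means B-score under library mean minus 4 SD, starting fluorescence ratio at most library mean plus 5 SD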;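 further: more negative B-score means stronger inhibition of thallium flux through KCNK3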
PolyA inhibitor – polyadenylation inhibitors in yeast reporter cells, primary screen, luminescence, S. cerevisiae; AID 1875, 2009; calls only at 12 µM; S. cerevisiae SKY197-pL101 polyadenylation reporter, beta-gal luminescence; efflux-impaired pdr1/pdr3 knockout yeast; score 100 = 6 SD above DMSO; 0.02% of 300,000 active;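 active means lowest replicate activity score at least 50, where 100 means six control SD above control mean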;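 further: yeast exposed to compound for 9 h at 30 °C; higher score means more reporter readthrough which indicates perturbed polyadenylation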
KCNQ1 act – potentiators or activators of KCNQ1 channel, primary screen, cell-based, thallium flux, high-throughput. Potassium voltage-gated channel subfamily KQT member 1 (Homo sapiens), P51787. CHO-K1 KCNQ1, thallium flux FluxOR fluorescence; active compounds read high. B-score at 10 µM. 0.35% of 310,000 active;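 active means fluorescence ratio B-score, a plate-corrected score, at least three library SD, with initial intensity B-score within 5 SD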
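Assay system: CHO-K1 cells stably expressing KCNQ1. Medium: assay buffer for compound exposure, DMSO matched across wells. Timing: 37 °C overnight plating, 90-min dark dye load, 20-min compound pretreatment. Signal: kinetic FluxOR fluorescence, 10 s baseline plus 110 s post-stimulus.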
GSK3B inh – human GSK3beta kinase inhibitors, primary screen, biochemical, cell-free homogeneous, HTS; Glycogen synthase kinase-3 beta (Homo sapiens), P49841; GST-GSK3beta kinase, ADP-Glo luminescence, 60 min; active compounds read low; activity score (negative = inhibition), % at 10 µM; 0.038% of 300,000 active; AID 2097, 2009;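 active means more than half of replicate wells score below -50%, meaning over 50% inhibition versus plate controls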;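 further: 0% = median DMSO wells and -100% = median GW8510 positive control wells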
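Test system: GST-tagged human GSK3beta kinase, cell-free; evaluation: activity score scaled between in-plate DMSO and GW8510 controls; measured by: ADP-Glo luminescence; incubation: 60 min reaction, RT; benchmarks: DMSO and 20 µM GW8510; reagent: peptide substrate plus 25 µM ATP (final); medium: Tris/MgCl2 kinase buffer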
Numbers without * were called inactive.

What do the screens show for `OC(c1ccccc1)C(O)c1ccccc1` (centres undefined)?
GSK3 alpha inh: -1; KCNK9 inh: inactive; KCNQ1 inh: inactive; RGS4 pot: inactive; HDAC3 inh: 0; hERG protect: -5; KCNK3 inh: inactive; PolyA inhibitor: inactive; KCNQ1 act: inactive; GSK3B inh: -2

How did CCOc1ccc(Br)cc1S(=O)(=O)Nc1ccc(N2CCOCC2)cc1 do in these assays?
GSK3 alpha inh: 1; Dyrk1A ADPGlo: 10; KCNK9 inh: inactive; KCNQ1 inh: inactive; RGS4 pot: inactive; HDAC3 inh: 1; hERG protect: -3; KCNK3 inh: inactive; PolyA inhibitor: inactive; KCNQ1 act: inactive; GSK3B inh: -1

How did C/C(=N/Oc1nc(C)cc(C)n1)c1ccccc1 do in these assays?
GSK3 alpha inh: -4; Dyrk1A ADPGlo: -10; KCNK9 inh: inactive; KCNQ1 inh: inactive; RGS4 pot: inactive; HDAC3 inh: -3; hERG protect: 1; KCNK3 inh: inactive; PolyA inhibitor: inactive; KCNQ1 act: inactive; GSK3B inh: 4

How did O=C(CNC(=O)c1cccs1)Nc1ccncc1 do in these assays?
GSK3 alpha inh: -1; Dyrk1A ADPGlo: -4; KCNK9 inh: inactive; KCNQ1 inh: inactive; RGS4 pot: inactive; HDAC3 inh: -10; hERG protect: -8; KCNK3 inh: inactive; PolyA inhibitor: inactive; KCNQ1 act: inactive; GSK3B inh: 4

What do the screens show for `Cc1c(OC(C)C(=O)NCc2ccccn2)ccc2c3c(c(=O)oc12)CCC3` (centres undefined)?
GSK3 alpha inh: 0; Dyrk1A ADPGlo: 10; KCNK9 inh: inactive; KCNQ1 inh: inactive; RGS4 pot: inactive; HDAC3 inh: -9; hERG protect: -6; KCNK3 inh: inactive; PolyA inhibitor: inactive; KCNQ1 act: inactive; GSK3B inh: 2

What do the screens show for `Cc1ccccc1NC(=O)NCCCCc1ccccc1`?
GSK3 alpha inh: 0; Dyrk1A ADPGlo: -8; KCNK9 inh: inactive; KCNQ1 inh: inactive; RGS4 pot: inactive; HDAC3 inh: 0; hERG protect: -1; KCNK3 inh: inactive; PolyA inhibitor: inactive; KCNQ1 act: inactive; GSK3B inh: 1

How did Cc1nc2sc(C(c3ccco3)N3CCN(c4ccccc4)CC3)c(O)n2n1 (centres undefined) do in these assays?
GSK3 alpha inh: -3; Dyrk1A ADPGlo: -1; KCNK9 inh: inactive; KCNQ1 inh: inactive; RGS4 pot: inactive; hERG protect: -13; KCNK3 inh: inactive; PolyA inhibitor: inactive; KCNQ1 act: inactive; GSK3B inh: 0

How did O=C(Nc1ccn(-c2ccccc2)n1)c1ccccc1Br do in these assays?
GSK3 alpha inh: -1; Dyrk1A ADPGlo: 5; KCNK9 inh: inactive; KCNQ1 inh: inactive; RGS4 pot: inactive; HDAC3 inh: -7; hERG protect: -6; KCNK3 inh: inactive; PolyA inhibitor: inactive; KCNQ1 act: inactive; GSK3B inh: 1

Results for O=C(CCC(=O)NC1CCCCCC1)Nc1nnc(C(F)(F)F)s1 ?
GSK3 alpha inh: 2; Dyrk1A ADPGlo: 4; KCNK9 inh: inactive; KCNQ1 inh: inactive; RGS4 pot: inactive; HDAC3 inh: 0; hERG protect: -4; KCNK3 inh: inactive; PolyA inhibitor: inactive; KCNQ1 act: inactive; GSK3B inh: 0

Results for OCC1(Cc2ccc(F)cc2)CCCN(Cc2ccc(F)cc2Cl)C1 (centres undefined) ?
GSK3 alpha inh: -1; Dyrk1A ADPGlo: 9; KCNK9 inh: inactive; KCNQ1 inh: inactive; RGS4 pot: inactive; HDAC3 inh: 1; hERG protect: -7; KCNK3 inh: inactive; PolyA inhibitor: inactive; KCNQ1 act: inactive; GSK3B inh: 2

Results for O=C(Nc1nccs1)c1ccccc1N=Cc1ccccc1 ?
GSK3 alpha inh: -1; Dyrk1A ADPGlo: 6; KCNK9 inh: inactive; KCNQ1 inh: inactive; RGS4 pot: inactive; HDAC3 inh: -24; hERG protect: -4; KCNK3 inh: inactive; PolyA inhibitor: inactive; KCNQ1 act: inactive; GSK3B inh: 0

How did Cc1cc(/C=N/O)c(C)n1-c1ccccc1 do in these assays?
GSK3 alpha inh: 6; Dyrk1A ADPGlo: 3; KCNK9 inh: inactive; KCNQ1 inh: inactive; RGS4 pot: inactive; HDAC3 inh: -2; hERG protect: -2; KCNK3 inh: inactive; PolyA inhibitor: inactive; KCNQ1 act: inactive; GSK3B inh: -8

What do the screens show for `COc1cccc(CC2CC(=O)N(CCc3ccc4c(c3)OCO4)C2=O)c1` (centres undefined)?
GSK3 alpha inh: -2; Dyrk1A ADPGlo: 8; KCNK9 inh: inactive; KCNQ1 inh: inactive; RGS4 pot: inactive; HDAC3 inh: -1; hERG protect: -6; KCNK3 inh: inactive; PolyA inhibitor: inactive; KCNQ1 act: inactive; GSK3B inh: 7

How did CC(=O)c1sc(Nc2nc(C)cc(C)n2)nc1C do in these assays?
GSK3 alpha inh: -1; Dyrk1A ADPGlo: 3; KCNK9 inh: inactive; KCNQ1 inh: inactive; RGS4 pot: inactive; HDAC3 inh: 1; hERG protect: -10; KCNK3 inh: inactive; PolyA inhibitor: inactive; KCNQ1 act: inactive; GSK3B inh: 1

Results for COc1ccc(-c2noc(CSc3nnc(Cc4ccccc4)n3-c3ccc(Cl)cc3)n2)cc1 ?
GSK3 alpha inh: -3; Dyrk1A ADPGlo: -10; KCNK9 inh: inactive; KCNQ1 inh: inactive; RGS4 pot: inactive; HDAC3 inh: 0; hERG protect: -14; KCNK3 inh: inactive; PolyA inhibitor: inactive; KCNQ1 act: inactive; GSK3B inh: 2

How did CC(=O)NC(CC(=O)NCCN1C(=O)S/C(=C\c2ccccc2)C1=O)c1ccccc1 (centres undefined) do in these assays?
GSK3 alpha inh: -3; Dyrk1A ADPGlo: 1; KCNK9 inh: inactive; KCNQ1 inh: inactive; RGS4 pot: inactive; HDAC3 inh: 8; hERG protect: -10; KCNK3 inh: inactive; PolyA inhibitor: inactive; KCNQ1 act: inactive; GSK3B inh: -1

Results for COc1ccc(N(C(=O)c2ccco2)C(C(=O)NC2CCCC2)c2ccc(N3CCOCC3)cc2)c(OC)c1 (centres undefined) ?
GSK3 alpha inh: 0; Dyrk1A ADPGlo: -1; KCNK9 inh: inactive; KCNQ1 inh: inactive; RGS4 pot: inactive; HDAC3 inh: 0; hERG protect: -8; KCNK3 inh: inactive; PolyA inhibitor: inactive; KCNQ1 act: inactive; GSK3B inh: -1

How did CC(C)c1nnc(NC(=O)CCC(=O)NC2CC2)s1 do in these assays?
GSK3 alpha inh: 7; Dyrk1A ADPGlo: 3; KCNK9 inh: inactive; KCNQ1 inh: inactive; RGS4 pot: inactive; HDAC3 inh: -11; hERG protect: -7; KCNK3 inh: inactive; PolyA inhibitor: inactive; KCNQ1 act: inactive; GSK3B inh: 3

How did Cc1ccc2[nH]c(-c3ccccc3)cc(=O)c2c1 do in these assays?
GSK3 alpha inh: -1; Dyrk1A ADPGlo: 10; KCNK9 inh: inactive; KCNQ1 inh: inactive; RGS4 pot: inactive; HDAC3 inh: -7; hERG protect: -7; KCNK3 inh: inactive; PolyA inhibitor: inactive; KCNQ1 act: inactive; GSK3B inh: -2

How did O=C(CN(CC1CCCO1)C(=O)CNS(=O)(=O)c1ccc(F)cc1)NCCc1ccccc1 (centres undefined) do in these assays?
GSK3 alpha inh: 2; Dyrk1A ADPGlo: -4; KCNK9 inh: inactive; KCNQ1 inh: inactive; RGS4 pot: inactive; HDAC3 inh: 0; hERG protect: -6; KCNK3 inh: inactive; PolyA inhibitor: inactive; KCNQ1 act: inactive; GSK3B inh: 3

Results for CC1Cc2ccccc2N1C(=S)Nc1ccc(S(N)(=O)=O)cc1 (centres undefined) ?
GSK3 alpha inh: -1; Dyrk1A ADPGlo: -4; KCNK9 inh: inactive; KCNQ1 inh: inactive; RGS4 pot: inactive; HDAC3 inh: 16; hERG protect: -10; KCNK3 inh: inactive; PolyA inhibitor: inactive; KCNQ1 act: inactive; GSK3B inh: 2

How did Cc1nn(C)cc1-c1n[nH]c(=S)n1-c1ccc(Cl)cc1 do in these assays?
GSK3 alpha inh: -9; Dyrk1A ADPGlo: -4; KCNK9 inh: inactive; KCNQ1 inh: inactive; RGS4 pot: inactive; HDAC3 inh: 11; hERG protect: -9; KCNK3 inh: inactive; PolyA inhibitor: inactive; KCNQ1 act: inactive; GSK3B inh: 0

What do the screens show for `O=C(Nc1nc(-c2ccc3c(c2)OCCO3)cs1)C1CCCC1`?
GSK3 alpha inh: -1; Dyrk1A ADPGlo: 17; KCNK9 inh: inactive; KCNQ1 inh: inactive; RGS4 pot: inactive; HDAC3 inh: -1; hERG protect: -12; KCNK3 inh: inactive; PolyA inhibitor: inactive; KCNQ1 act: inactive; GSK3B inh: 1

An excerpt; the hit share may differ from the screen's.
